TEAD-YAP block: TEAD-YAP interaction inhibition; inhibition, % at 9.12 µM; HEK-TIYL cells, TEAD-Gal4/YAP UAS-luciferase luminescence; 640,000 compounds, 1.4% hits; in the data active means inhibition above about 32%;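 further: 0% = median of test compound wells and 100% = reference inhibitor wells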
FBW7 activator: human FBW7 E3 ligase activation, primary screen; AlphaScreen FBW7–phospho-cyclin E peptide binding, activator screen; AID 1259310; normalized activity (activation), % at 26.1 µM; Q969H0; 650,000 compounds, 0.13% hits; in the data active means normalized activity above about 1.9%;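 further: purified mutant Fbw7 with reduced substrate affinity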
Target sequence (Q969H0 whole entry, looked up): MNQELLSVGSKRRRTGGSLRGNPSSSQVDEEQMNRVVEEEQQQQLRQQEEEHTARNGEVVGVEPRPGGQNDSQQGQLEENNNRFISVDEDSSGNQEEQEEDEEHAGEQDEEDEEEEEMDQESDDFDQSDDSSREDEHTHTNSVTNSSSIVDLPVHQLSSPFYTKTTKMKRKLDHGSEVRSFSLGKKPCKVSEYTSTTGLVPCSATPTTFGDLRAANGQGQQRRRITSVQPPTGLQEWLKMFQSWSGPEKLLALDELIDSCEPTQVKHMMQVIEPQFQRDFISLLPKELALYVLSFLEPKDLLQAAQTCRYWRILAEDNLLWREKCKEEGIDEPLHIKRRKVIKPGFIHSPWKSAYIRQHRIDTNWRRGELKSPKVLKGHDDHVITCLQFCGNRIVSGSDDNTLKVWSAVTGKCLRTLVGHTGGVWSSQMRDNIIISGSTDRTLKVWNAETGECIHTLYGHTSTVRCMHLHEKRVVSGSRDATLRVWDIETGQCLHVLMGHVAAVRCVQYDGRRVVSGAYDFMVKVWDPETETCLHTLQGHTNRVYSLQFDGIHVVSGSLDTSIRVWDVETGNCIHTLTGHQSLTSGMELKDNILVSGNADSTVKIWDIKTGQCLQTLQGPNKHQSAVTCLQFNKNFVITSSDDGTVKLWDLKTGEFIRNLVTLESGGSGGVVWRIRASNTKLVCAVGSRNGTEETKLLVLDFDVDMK
MITF inh: human MITF inhibition, primary screen; O75030; inhibition, % at 2.6 µM; AID 1259374; AlphaScreen MITF homodimerization, bead proximity signal; 650,000 compounds, 0.91% hits; in the data active means inhibition above about 50%;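 further: 0% = vehicle wells with protein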
GPR151 activ: human GPR151 activation; Q8TDV0; 650,000 compounds, 1% hits; activation, % at 11.2 µM; PathHunter beta-arrestin GPR151 cells, luminescence; in the data active means activation above about 4.9%;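 further: 0% = median of compound wells and 100% = cells with positive control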
Target sequence (Q8TDV0 whole entry, looked up): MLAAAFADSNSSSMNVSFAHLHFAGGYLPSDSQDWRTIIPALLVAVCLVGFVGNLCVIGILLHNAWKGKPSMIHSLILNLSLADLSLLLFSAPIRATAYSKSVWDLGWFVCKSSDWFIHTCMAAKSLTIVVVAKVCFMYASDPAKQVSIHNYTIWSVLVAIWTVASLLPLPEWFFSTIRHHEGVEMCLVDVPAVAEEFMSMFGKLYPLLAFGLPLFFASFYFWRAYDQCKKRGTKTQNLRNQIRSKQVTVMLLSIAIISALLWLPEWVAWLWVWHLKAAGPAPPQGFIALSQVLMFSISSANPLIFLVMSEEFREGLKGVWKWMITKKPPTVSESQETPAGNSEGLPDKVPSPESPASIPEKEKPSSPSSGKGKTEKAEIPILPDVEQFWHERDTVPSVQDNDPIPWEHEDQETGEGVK
The depositor's hits bear a star; & = joins results of further samples. Rows were taken by chance; 3.5% or so of the library scored in one or more.

SMILES	TEAD-YAP block	FBW7 activator	MITF inh	GPR151 activ
Cc1c2c(nc3c(C(=O)NCc4ccccc4Cl)cnn13)CCCC2	-1	0.3	5	3.0
CSc1ncc(Cl)c(C(=O)Nc2ccc(S(=O)(=O)N3CCOCC3)cc2)n1	-1	-0.1	-2	1.6
CCC(=O)c1ccc(OC(=O)Cc2ccc(OC)cc2)cc1	6	0.9	5	0.4
COc1ccc(-c2nc(NCCc3ccc(O)cc3)c3ncn(CCN4CCCC4=O)c3n2)cc1	14	0.4	20	-1.4
CCOC(=O)C(C(=O)OCC)C1N=C(N)N=C2Oc3ccccc3N21 (stereo not drawn)	-18	-0.5	-52	-1.0
N#Cc1ccccc1COc1ccc(/C=C2\SC(N)=NC2=O)cc1	-21	0.0	9	0.5
Cc1cc(C)cc(NC(=O)Cn2c(=O)c3ccccc3n3nncc23)c1	-3	-0.3	11	-0.5
Cn1c(N2CCCC(C(=O)NCCCN3CCOCC3)C2)nc2ccccc21 (stereo not drawn)	-4	0.0	16	-1.0
CC(=O)N1c2c(cc(Br)cc2S(=O)(=O)N2CCc3ccccc3C2)CC1C (stereo not drawn)	-4	0.6	-5	1.4
CC1CCc2c(sc(NC(=O)c3ccccc3)c2C(=O)N2CCOCC2)C1 (stereo not drawn)	-9	0.2	-9	-1.6
CCN1CCN(C(c2nnnn2CCOC)C(C)C)CC1 (stereo not drawn)	13	-0.1	20	0.4
Cc1ccccc1Nc1nc(N)nc(COC(=O)c2ccc3c(=O)n4c(nc3c2)CCC4)n1	-3	-0.1	0	-0.4
CC(C)CN1CCOc2ccc(C3(O)CCN(C)CC3)cc2C1	-15	0.2	6	-0.1
CCn1c(SCC(=O)c2ccc(Cl)cc2)nc2c(c1=O)SC(C)C2 (stereo not drawn)	-3	-0.1	4	1.0
Cn1c(O)c(C=Nc2cnccn2)c(=O)n(C)c1=O	-2	0.0	-8	-0.7
CC1CCN(Cc2ccc(NC(=O)Cn3ncc4c3-c3ccccc3OC4)cc2)CC1	5	0.0	8	-0.9
CCC(=O)N1CCN(c2ccccc2NC(=O)c2ccc(Br)o2)CC1	-7	-0.1	14	-0.7
COc1cc(OC)c(C(=O)COC(=O)c2oc3ccccc3c2C)c(OC)c1	11	0.2	9	-0.9
CCCCCCc1cc2c3c(c(=O)oc2cc1OCC(=O)c1ccc(Cl)cc1)CCCC3	3	0.2	17	0.0
CCOc1ccccc1C(=O)Nc1ccccc1NC(C)=O	11	-0.1	8	2.1
COCCNc1nccn2c(-c3ccc(N4CCN(C)CC4)nc3)cnc12	-1	0.2	19	-0.8
COC(=O)c1ccc(Cn2c(=O)c(=O)n(C(C)C)c3ccc(C(F)(F)F)cc32)cc1	-19	0.2	13	-0.2
Cc1nc2ccc(C(=O)NCCc3ccccc3)cc2nc1C	10	-0.1	1	-5.6
COc1ccccc1-n1cc(CN2CCN3C(=O)[C@H](Cc4c[nH]c5ccccc45)NC(=O)[C@H]3C2)cn1	7	-0.1	0	0.2
O=C(NCC1Cc2cc(Cl)cc(-c3ncccn3)c2O1)c1ccccc1-n1cccn1 (stereo not drawn)	10	0.1	6	-0.3
SMILES	TEAD-YAP block	FBW7 activator	MITF inh	GPR151 activ
CC1(C)C(=O)Nc2ccccc2N1C(=O)CCl	48*	0.1	-8	0.1
Cc1nn(CC(=O)N2CCCc3ccccc32)c(C)c1[N+](=O)[O-]	20	0.1	10	0.4
COc1ccc(S(=O)(=O)Nc2cc(C(=O)N(C)Cc3ccccc3)ccc2N2CC3CC(C2)c2cccc(=O)n2C3)cc1 (stereo not drawn)	-1	-0.1	9	-0.3
O=C1N[C@@H](COCc2ccccc2)C(=O)N2CCN(C(=O)Oc3ccc(Cl)cc3)C[C@H]12	2	-0.2	-7	2.4
CCOC(=O)c1c(N)nn(C(=O)Cc2ccccc2)c1-c1ccccc1	8	0.1	-3	-0.7
COc1ccc(CN2CC(=O)N(c3ccc(Cl)c(C)c3)C2=S)cc1OC	-16	-0.1	-3	-0.8
Cc1nc2c(c(=O)[nH]1)CN(Cc1ccc3c4ccccc4n(C)c3c1)CC2	4	0.0	13	0.2
Cc1sc2ncnc(NCc3cccnc3)c2c1C	-34	0.0	3	-1.4
COc1ccc(NC(=O)CSc2n[nH]c(N)n2)c(OC)c1	17	0.1	-6	-0.2
CC(=O)N1CCc2nc(-c3ccccc3)nc(N3CCCCCC3)c2C1	-4	-0.1	-13	2.2
O=C(Nc1ccccc1C(=O)O)c1ccc2c(c1)C(=O)N(c1ccc(Br)cc1)C2=O	1	-0.1	2	0.0
CN(C)/N=N/c1nc[nH]c1C(N)=O	26	0.0&0.1	-12&17	-1.9&0.9
COc1ccc(-c2nc3cc(NC(=O)c4oc(=O)c5ccccc5c4-c4ccc(C)cc4)ccc3o2)cc1Cl	9	0.3	5	-1.0
Cn1cnnc1Sc1ccc(C(F)(F)F)cc1[N+](=O)[O-]	14	0.1	-9	0.6
Cn1c2c(c(=O)n(C)c1=O)C(c1ccc(N3CCOCC3)cc1)C1=C(CCCC1=O)N2 (stereo not drawn)	5	0.0	15	-0.7
CCOC(=O)c1sc2ncn(/N=C/c3ccc(O)cc3)c(=O)c2c1C	-6	0.1	-1	-2.6
CCS(=O)(=O)C(=C1Nc2ccccc2N1)S(=O)(=O)CC	7	0.0	-11	-0.6
O=C(NCc1ccccc1)c1cnc(-c2ccccc2)s1	-38	-0.2	7	6.6*
COC(=O)C1=C(C)N(C)C(=O)/C1=C\c1ccc(Cl)cc1	-8	0.0	-13	0.0
CC(C)OC(=O)c1cccc(C(=O)OCc2ccco2)n1	-4	0.1	-20	-0.3
Cc1cc(NN)nc(NS(=O)(=O)c2ccccc2Cl)n1	-6	0.1	13	-0.3
COc1ccc(/C=C2\SC(=N)N(c3nccs3)C2=O)cc1OC	1	-0.3	-4	5.7*
CC(=O)N1CC(C)Oc2cc(S(=O)(=O)N3CCN(C)CC3)ccc21 (stereo not drawn)	-5	-0.1	-10	0.5
Cc1cc(OCc2nc(SCC(=O)NC(C)C)n[nH]2)ccc1Cl	9	-0.1	4	-0.2
CCCc1nnc(SCC(=O)NC(C)(C)C)n1CC1CCCO1 (stereo not drawn)	-2	0.1	0	0.3

Structural class: the compounds so far with a thiophene ring, fused or not (3)
SMILES	TEAD-YAP block	FBW7 activator	MITF inh	GPR151 activ
CC1CCc2c(sc(NC(=O)c3ccccc3)c2C(=O)N2CCOCC2)C1 (stereo not drawn)	-9	0.2	-9	-1.6
Cc1sc2ncnc(NCc3cccnc3)c2c1C	-34	0.0	3	-1.4
CCOC(=O)c1sc2ncn(/N=C/c3ccc(O)cc3)c(=O)c2c1C	-6	0.1	-1	-2.6

Taken from above:
`COc1ccc(/C=C2\SC(=N)N(c3nccs3)C2=O)cc1OC` @ MITF inh = -4
`O=C(NCc1ccccc1)c1cnc(-c2ccccc2)s1` @ FBW7 activator = -0.2
`COc1ccc(CN2CC(=O)N(c3ccc(Cl)c(C)c3)C2=S)cc1OC` @ MITF inh = -3

Reprinted at random: 2 entries already listed.
SMILES	TEAD-YAP block	FBW7 activator	MITF inh	GPR151 activ
CC(=O)N1CCc2nc(-c3ccccc3)nc(N3CCCCCC3)c2C1	-4	-0.1	-13	2.2
Cc1cc(OCc2nc(SCC(=O)NC(C)C)n[nH]2)ccc1Cl	9	-0.1	4	-0.2

New compounds follow
SMILES	TEAD-YAP block	FBW7 activator	MITF inh	GPR151 activ
O=C(NCC1CCCN(Cc2ccccn2)C1)C1(c2ccc(Cl)cc2)CC1 (stereo not drawn)	10	-0.1	3	3.5
COCCCNCc1c(C(=O)O)n(Cc2ccc(OC)cc2)c2ccccc12	-1	-0.1	-8	-0.7
COc1cccc(-c2cc(C(=O)NC(C)C)no2)c1	-19	0.0	4	-1.1
CC(=O)NC(CC(C)C)c1nnc2n1CCN(CCC(C)C)CC2 (stereo not drawn)	-1	-0.1	7	2.1
C=CCOC(=O)C1=C(C)OC(N)=C(C#N)C1c1cccs1 (stereo not drawn)	5	1.1	3	-0.8
CC(C)(O)C#Cc1ccc(C(=O)N2CCN(C(c3ccccc3)c3ccccc3)CC2)o1	-1	0.0	6	0.5
COc1cccc2c(=O)n(CC(=O)N3CCCCC3)ccc12	-1	0.1	-7	1.0
N#CC(C#N)=Cc1cn(Cc2ccccc2C#N)c2ccccc12	-3	0.1	-4	-0.1
CCc1ccc(Cc2cnc(NC(=O)C3=NCCN3)s2)cc1	4	-1.1	-4	-0.5
O=c1oc2ccc(O)cc2s1	6	-0.6	12	1.9
C/C(CC(=O)Nc1ccc2c(c1)OCCO2)=N\NC(=O)C(=O)Nc1ccccc1C	-12	0.6	8	-0.6
CC(CC(=O)Nc1ccc(F)c(Cl)c1)S(=O)(=O)c1ccc2c(c1)SCC(=O)N2 (stereo not drawn)	-1	0.2	6	1.8
Cc1ccc(Cl)c(Nc2cc(C)nc3ncnn23)c1	-3	-0.2	2	-0.6
CCc1nc2sc3c(N4CCOCC4)ncnc3c2c2c1CCCC2	0	0.0	10	-1.6
COc1ccc(-n2c3c(cc(C(=O)NCc4ccco4)c2=O)C(=O)CC(C)(C)C3)cc1	-8	0.2	3	1.2
CN(Cc1ccccc1)C1CC(=O)N(c2ccc(Cl)c(Cl)c2)C1=O (stereo not drawn)	5	0.0	-1	0.5
COc1ccc(S(=O)(=O)N2CCN(Cc3ccsc3)CC2)cc1	-8	-0.1	34	0.6
Nc1nc2c(ncn2COCCOC(=O)c2ccccc2)c(=O)[nH]1	3	-0.1	2	-0.5
COc1ccc2c(c1)C1(NNc3ccccc3O1)C(=O)N2 (stereo not drawn)	-34	-0.1	11	0.0
CC1(c2ccc(Br)cc2)CC(C)(C)N(C(=O)c2ccccc2)c2ccc([N+](=O)[O-])cc21 (stereo not drawn)	3	-0.3	13	-1.3
CC(C)CCOc1ccc(C(=O)CCC(=O)O)cc1	30	0.0	-3	-1.0
Cn1c(=O)n(C)c2cc(C(=O)Nc3ccc4c(c3)OCCO4)ccc21	-11	0.0	11	-0.6
Cc1nc(NC(=O)c2cccc([N+](=O)[O-])c2)ccc1Br	-13	0.0	2	-0.9
COc1ccccc1NC(=O)N1CCC(CO)(Cc2ccccc2Cl)CC1	-6	-0.2	-1	0.1
CCc1c(C)nc(SCC(=O)NCc2cccnc2)[nH]c1=O	-1	-0.1	8	-0.5

Full records, quoted from the list. Screens in order: TEAD-YAP block	FBW7 activator	MITF inh	GPR151 activ
Results for CCc1c(C)nc(SCC(=O)NCc2cccnc2)[nH]c1=O → -1	-0.1	8	-0.5
Results for CCc1ccc(Cc2cnc(NC(=O)C3=NCCN3)s2)cc1 → 4	-1.1	-4	-0.5

Additional records follow:
SMILES	TEAD-YAP block	FBW7 activator	MITF inh	GPR151 activ
CCCCOc1c(I)cc(C(=O)O)cc1OCC	-3	0.1	-9	0.4
COc1cc(CN2CCc3c(nc(N4CCCCC4)[nH]c3=O)C2)cc(OC)c1	10	0.0	-5	0.0
NS(=O)(=O)c1ccc(CNc2ccc3ncc(-c4cc5ccccc5o4)n3n2)cc1	-3	0.2	11	1.0
CC1CCN(S(=O)(=O)c2ccc(F)c(C(=O)Nc3ccc(Br)cc3)c2)CC1	-8	0.0	-7	1.6
COc1ccc(N2C(=O)/C(=C/c3ccccc3OC)N=C2c2cccc(OC)c2)cc1	-6	-0.1	-15	1.7
OC(C#CC#CC(O)c1ccccc1)c1ccccc1 (stereo not drawn)	-6	0.0	-11	2.2
CCOC(=O)c1ccccc1NC(=O)Nc1ccc(Cl)cc1	7	0.3	18	-1.4
COc1ccc(N(CC(=O)Nc2ccc(C)cn2)S(=O)(=O)c2c(C)noc2C)cc1	1	0.0	23	0.1
O=C(c1ccc(Cl)cc1)c1ccc(Br)c([N+](=O)[O-])c1	1	-0.1	-6	-0.2
COc1ccccc1NC(=O)Cn1nnc(C(=O)Nc2ccccc2Cl)c1N	-4	-0.1	5	1.7
COc1ccc(C(C)=O)cc1CSc1nnc(C)s1	-4	-0.7	5	0.6
CCOC(=O)N1CCC(Nc2ncnc3c2cnn3-c2ccc(OC)cc2)CC1	11	-0.1	6	-0.1
Cn1c2c(c(=O)[nH]c1=O)C(C(F)(F)F)(C(F)(F)F)NC(=O)N2	9	-0.2	-14	0.7
CCCNC(=O)c1cnc(Nc2cccc(N(C)C)c2)s1	-14	-0.1	4	-0.9
Cc1cc(C)nc(/N=C(/NC(=O)Nc2ccc(Cl)c(Cl)c2)Nc2cccc([N+](=O)[O-])c2)n1	-5	-0.2	-4	0.0
CCOc1ccccc1NC(=O)C1=C(C)NC(=S)NC1c1cccc2ccccc12 (stereo not drawn)	-7	-0.1	-5	0.7
O=C1CCCC2=C1C(c1cccs1)n1nc(SCc3ccc(C(=O)O)cc3)nc1N2 (stereo not drawn)	-6	0.1	-1	-0.3
Cc1cc(=O)oc2cc(Nc3ccccc3)ccc12	-20	-0.1	2	-0.6
CCOC(=O)C1CCN(Cc2coc3c(Cl)cc(Cl)cc3c2=O)CC1	9	0.0	34	0.2
CC1(C2CCN(C(=O)C3CCC3)CC2)NC(=O)N(C2Cc3ccccc3C2)C1=O (stereo not drawn)	-1	-0.1	3	1.5
CCOc1ncccc1C(=O)OCC(=O)Nc1ccc(F)cc1F	-2	0.0	-3	0.7
Cc1ccc(CNC(=O)c2nnc(Cc3ccc4c(c3)OCO4)o2)cc1	-2	0.2	-17	0.0
O=C(c1cc([N+](=O)[O-])ccc1N1CCOCC1)N1CCCCC1	-2	0.0	-1	1.6
CCOC(=O)C1=C(C)N=c2s/c(=C\c3cccc(OCc4ccc(Cl)cc4Cl)c3)c(=O)n2C1c1ccc2c(c1)OCO2 (stereo not drawn)	-26	0.4	10	-1.0
Cc1c(C(=O)NN)nn(-c2ccc(F)cc2)c(=O)c1C#N	2	-0.2	2	0.7
CN(CC1CCOCC1)C(=O)CC1C(=O)NCCN1Cc1ccc(F)c(F)c1 (stereo not drawn)	1	0.0	-1	0.2

Screens from PubChem BioAssay.
